Cdc25B block – inhibitors of human Cdc25B phosphatase; recombinant Cdc25B, OMFP fluorescence Ex485/Em525; AID 368; P30305; inhibition, %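 (compounds tested at 10 µM final in the well)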; 65,000 tested, 0.1% active; in the data active means inhibition above about 50%
Abs 340nm – absorbance at 340 nm. compound absorbance at 340 nm, fold over control. fold change at 10 µM. 65,000 tested, under 10 active. AID 708;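 active means at 10 µM dose, initial 340 nm absorbance at least 2 fold that of control wells; inactive means change under 2 fold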;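 further: initial absorbance extrapolated from kinetic A340 decline of NADH oxidation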
PKA kinase inh – blocks human protein kinase A activity | 65,000 tested, 0.1% active | inhibition, % at 6 µM | PKA Kemptide phosphorylation, Kinase-Glo ATP luminescence;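 active means inhibition above the screen-wide mean inhibition plus 3 SD, cut at about 21% in these data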; further: many of its hits are not listed in these tables
Her2 expr inh – inhibitors of human Her2 kinase expression; HER2 level % of control, % at 10 µM; AID 645; P04626; 65,000 tested, 0.69% active; SKBR-3 HER2 protein level, AlphaScreen, 18-24 h; hits give low values;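 active means HER2 level under 5% of the carrier-only control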;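 further: 100% = DMSO carrier and 0% = 500 nM PU-H71 HSP90 inhibitor; lower value means stronger loss of Her2 protein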
ROCK2 blocker – blocks human Rho kinase 2 activity | inhibition, % at 6 µM | 60,000 tested, 0.35% active | O75116 | purified ROCK2, Kinase-Glo ATP depletion luminescence;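 active means inhibition above the screen-wide mean inhibition plus 3 SD, cut at about 18% in these data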;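 further: plate controls were DMSO wells for no effect and Y-27632 control wells after no-enzyme background subtraction for full effect; many of its hits are not listed in these tables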
Target sequence (O75116 whole entry, looked up): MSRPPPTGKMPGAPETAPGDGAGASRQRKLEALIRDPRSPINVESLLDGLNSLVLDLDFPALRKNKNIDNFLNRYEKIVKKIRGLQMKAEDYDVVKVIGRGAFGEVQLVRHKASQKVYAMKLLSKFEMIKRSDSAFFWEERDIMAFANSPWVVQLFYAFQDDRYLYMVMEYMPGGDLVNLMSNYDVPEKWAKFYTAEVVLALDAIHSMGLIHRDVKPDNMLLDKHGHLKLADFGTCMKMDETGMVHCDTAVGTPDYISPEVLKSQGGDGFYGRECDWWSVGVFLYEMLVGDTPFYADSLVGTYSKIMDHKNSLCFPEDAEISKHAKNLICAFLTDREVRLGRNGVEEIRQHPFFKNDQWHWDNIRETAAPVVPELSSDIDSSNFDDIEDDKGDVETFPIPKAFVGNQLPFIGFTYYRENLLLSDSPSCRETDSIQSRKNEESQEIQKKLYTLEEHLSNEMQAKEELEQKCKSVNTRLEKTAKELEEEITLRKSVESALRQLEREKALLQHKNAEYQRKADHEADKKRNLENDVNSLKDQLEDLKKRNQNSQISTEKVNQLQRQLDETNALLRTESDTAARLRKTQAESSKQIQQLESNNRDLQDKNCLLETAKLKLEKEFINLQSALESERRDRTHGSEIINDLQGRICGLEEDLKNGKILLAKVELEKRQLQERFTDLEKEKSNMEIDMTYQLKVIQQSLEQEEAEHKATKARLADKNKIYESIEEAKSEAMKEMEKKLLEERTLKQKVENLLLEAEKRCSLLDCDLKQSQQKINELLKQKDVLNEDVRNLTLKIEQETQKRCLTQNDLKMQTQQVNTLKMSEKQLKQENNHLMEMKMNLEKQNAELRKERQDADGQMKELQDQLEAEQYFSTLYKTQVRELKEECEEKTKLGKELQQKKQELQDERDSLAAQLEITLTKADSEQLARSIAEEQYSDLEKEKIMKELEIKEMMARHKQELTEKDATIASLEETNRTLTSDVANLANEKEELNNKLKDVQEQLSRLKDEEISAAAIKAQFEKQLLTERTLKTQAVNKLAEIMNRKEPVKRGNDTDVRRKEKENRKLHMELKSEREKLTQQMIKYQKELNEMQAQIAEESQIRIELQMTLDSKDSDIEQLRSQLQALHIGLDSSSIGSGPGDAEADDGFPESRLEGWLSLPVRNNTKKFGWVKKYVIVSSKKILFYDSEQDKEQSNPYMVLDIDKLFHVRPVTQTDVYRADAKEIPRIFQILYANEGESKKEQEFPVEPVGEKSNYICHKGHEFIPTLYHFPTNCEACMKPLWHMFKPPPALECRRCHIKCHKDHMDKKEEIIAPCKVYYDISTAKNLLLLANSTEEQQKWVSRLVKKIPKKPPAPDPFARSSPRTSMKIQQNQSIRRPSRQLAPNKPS
Hsp90 block – displaces geldanamycin probe from tumor Hsp90; NCI-N417 lysate Hsp90, Cy3B-geldanamycin FP displacement; P07900; 64,000 tested, 0.35% active; inhibition, % at 30 µM;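 active means inhibition above 50%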;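 further: 0% = tracer plus lysate wells and 100% = tracer alone without lysate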
DUSP1 inh – human dual specificity phosphatase 1 inhibition; P28562; inhibition, %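 (compounds tested at a single concentration somewhere between 10 and 100 µM)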; recombinant MKP-1, OMFP hydrolysis fluorescence; 65,000 tested, 0.15% active;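 active means inhibition above about 50%, limit read from the data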;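 further: 0% = DMSO max control wells and 100% = wells with enzyme stopped by NaOH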
Autofluor 339 – intrinsic fluorescence of library compounds, ex339/em460 – biochemical, MLSMR library, data from DPM-DC assay, artefact control, profiling panel; compound autofluorescence, ex339/em460 nm, NADH buffer; hits give high values; 1 = no-compound wells, NADH background; fluorescence fold increase at 10 µM; 65,000 tested, 5.5% active; AID 709;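 active means at 10 µM, mean starting fluorescence two-fold or more over control wells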;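 further: signal is the first read of a kinetic run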
JNK3 inh – inhibitors of human JNK3 kinase; inhibition, % at 8 µM; purified JNK3 kinase activity, HTS; P53779; 60,000 tested, 0.61% active; in the data active means inhibition above about 17%;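 further: 0% = DMSO and 100% = reference inhibitor; many of its hits are not listed in these tables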
* hit, by the source's call; · = no result given. Not all compounds are listed; count on the stated rates, not on these rows.

nr | smiles | Cdc25B block | Abs 340nm | PKA kinase inh | Her2 expr inh | ROCK2 blocker | Hsp90 block | DUSP1 inh | Autofluor 339 | JNK3 inh
1 | c1ccc(Cn2nnc3c(Nc4ccc5c(c4)OCO5)nc(C4CC4)nc32)cc1 | 1 | 1.1 | 7 | 57 | -4 | 31 | 8 | 3.7* | -5
2 | COc1cccc(-c2nc3cc(C)ccc3o2)c1 | 5 | 1.1 | 1 | 71 | · | · | 2 | 1.2 | ·
3 | N#CC1=C2SCCN2C(=O)C(C#N)C12CCCCC2 (stereo not drawn) | 2 | 0.99 | 11 | 103 | 2 | -2 | -23 | 1.1 | 2
4 | COc1ccc2c(c1OC)C(=O)N(C(C)C(=O)O)C2=O (stereo not drawn) | -8 | 1 | -5 | 94 | -2 | 0 | 10 | 1.3 | 2
5 | COc1cc2c(cc1OC)-c1cc(NC3CCCCC3)nc(=O)n1CC2 | 3 | 1.1 | 6 | 129 | 4 | 9 | 1 | 1.7 | -1
6 | O=C(CSc1nnc(-c2cccnc2)n1Cc1ccco1)N1c2ccccc2Sc2ccccc21 | 10 | 1 | 0 | 93 | -3 | -1 | 1 | 1.1 | -3
7 | COc1cccc(CNC(=O)CN(C)S(=O)(=O)c2cnc[nH]2)c1 | 5 | 0.99 | 9 | 89 | 6 | -3 | -4 | 1.1 | 5
8 | COc1ccc(S(=O)(=O)Nc2ccc(NC(C)=O)cc2)cc1OC | -7 | 1 | 2 | 84 | 2 | 11 | 1 | 1.1 | 0
9 | Cc1ncc2c(c1OC(=O)c1ccccc1)COC(C)(C)OC2 | -17 | 1 | -3 | 106 | · | -2 | -2 | 1.2 | ·
10 | N#Cc1ccccc1NC(=O)COC(=O)c1ccc(S(=O)(=O)N2CCCC2)cc1 | -4 | 0.98 | 6 | 87 | 4 | -2 | 5 | 1.1 | -9
11 | CCOCCCNC(=O)CN1CCN(c2ccc(F)cc2)CC1 | 14 | 1 | 8 | 70 | 7 | -4 | 0 | 1.1 | 3
12 | CCOC(=O)N1CCN(Cc2nc(-c3ccc(C)cc3)no2)CC1 | -3 | 1 | 4 | 85 | 2 | -8 | 21 | 1 | 4
13 | Cc1nc(NC(=O)c2cc3c(s2)CCCCC3)sc1C(=O)N(C)C | 1 | 1.2 | 9 | 105 | 6 | 0 | 17 | 1.2 | 1
14 | CN1C(=C2C(=O)OC(C)(C)OC2=O)Sc2ccccc21 | -15 | 1.1 | 10 | 110 | 7 | 0 | 8 | 1 | -2
15 | CC(C)C(NS(=O)(=O)c1ccc(Br)s1)C(=O)O (stereo not drawn) | -15 | 0.97 | 5 | 114 | 3 | -1 | -10 | 1.1 | -2
16 | O=C(O)CNC1=NCCC1 | 16 | 1 | 12 | 99 | 8 | 1 | -8 | 1.1 | -2
17 | CC(C)NC(=O)Cn1nnc(-c2ccc(Cl)cc2)n1 | -3 | 1 | 3 | 105 | 6 | -1 | 19 | 1.1 | -3
18 | O=c1c2c(nc3nc(SCc4ccccc4)[nH]n13)CCC2 | 4 | 1 | 3 | 79 | -2 | -5 | -7 | 1 | 2
19 | Brc1ccccc1-c1nnc(COc2ncnc3c2cnn3-c2ccccc2)o1 | -2 | 1 | 10 | 97 | 4 | -9 | 22 | 1.1 | -2
20 | O=C(Nc1nc2c(Cl)cccc2s1)c1ccc(Br)o1 | 13 | 1.1 | 7 | 72 | -9 | 3 | 8 | 1.3 | -5
21 | CN(C)S(=O)(=O)c1ccc(C(=O)Nc2ccc(OCC(=O)N3CCOCC3)cc2)cc1 | -12 | 1.1 | 6 | 63 | -2 | 3 | -2 | 1.1 | 3
22 | C=CCNc1oc(COc2ccc(C)cc2)nc1C#N | -10 | 1 | 8 | 98 | 5 | -2 | 1 | 1.1 | -1
23 | Cc1csc(SCC(=O)Nc2c(C)n(C)n(-c3ccccc3)c2=O)n1 | -1 | 1 | -1 | 114 | 1 | 1 | 2 | 1.1 | 10
24 | CN(C)S(=O)(=O)c1cccc(C(=O)C2=C3SC=C(c4ccccc4)N3CC2)c1 | -2 | 1.1 | 6 | 76 | · | -2 | 19 | 1.1 | ·
25 | CC(C)(O)C#Cc1ccccc1C(=O)NC(CC(N)=O)C(=O)O (stereo not drawn) | -5 | 1 | 8 | 46 | 8 | -3 | 3 | 1.1 | 3
26 | CCCC1=C(C(=O)OCC)C(c2ccc(O)cc2)n2ncnc2N1 (stereo not drawn) | -1 | 1 | 3 | 86 | 3 | 2 | -8 | 1 | -7
27 | COCCCNC(=O)CCn1c(=O)c2ccccc2n(CC(=O)Nc2ccc(C)cc2C)c1=O | -8 | 0.98 | 7 | 89 | 4 | -3 | 0 | 1 | 6
28 | O=C(O)CCC(=O)Nc1ccc2c(c1)oc1ccccc12 | -6 | 1 | 10 | 70 | 10 | -2 | 4 | 1.1 | 5
29 | CC1(Cc2cn(CCC#N)c3ccccc23)OCCO1 | 3 | 1 | 8 | 95 | 7 | -4 | -15 | 1.1 | -11
30 | CC1CC(C)CN(CC(=O)Nc2ccc(S(N)(=O)=O)cc2)C1 (stereo not drawn) | -21 | 1 | 6 | 107 | 4 | 1 | 3 | 1 | -2

Part of the list above, with values under each structure.
Under each structure – Cdc25B block | Abs 340nm | PKA kinase inh | Her2 expr inh | ROCK2 blocker | Hsp90 block | DUSP1 inh | Autofluor 339 | JNK3 inh
(7) COc1cccc(CNC(=O)CN(C)S(=O)(=O)c2cnc[nH]2)c1
 : 5 | 0.99 | 9 | 89 | 6 | -3 | -4 | 1.1 | 5
(16) O=C(O)CNC1=NCCC1
 : 16 | 1 | 12 | 99 | 8 | 1 | -8 | 1.1 | -2
(14) CN1C(=C2C(=O)OC(C)(C)OC2=O)Sc2ccccc21
 : -15 | 1.1 | 10 | 110 | 7 | 0 | 8 | 1 | -2

Next section.
cpd	smiles	Cdc25B block	Abs 340nm	PKA kinase inh	Her2 expr inh	ROCK2 blocker	Hsp90 block	DUSP1 inh	Autofluor 339	JNK3 inh
31	COc1ccc(-c2nc(-c3ccc(NC(=O)c4ccc(Br)o4)cc3)no2)cc1OC	-11	1	-4	56	-3	5	29	1.2	-7
32	Cc1cc(NS(=O)(=O)c2ccc(NC(=O)C(C)N3C(=O)c4ccccc4C3=O)cc2)nc(C)n1 (stereo not drawn)	-3	0.99	-1	131	0	-2	3	1.1	-5
33	C=CCn1c(=O)/c(=C/c2ccc(Cl)cc2)s/c1=C(/C#N)c1nnc2n1CCCCC2	-1	1.1	16	24	8	-3	24	1.1	-2
34	O=C(CSCc1cnn(-c2ccccc2)c1-n1cccc1)NCc1cccs1	-6	1	12	106	·	-2	-11	1.1	·
35	O=C(O)CCC(=O)NC1CCCCCCC1	2	1	6	86	-4	-5	-16	1.1	-1
36	COc1ccc(C(=O)NCC2OCCc3ccccc32)c(O)c1 (stereo not drawn)	-8	1	7	92	4	-7	2	1.7	8
37	COc1ccc(N=c2oc3c(OC)cccc3cc2C(=O)NCc2ccco2)cc1OC	-10	1.1	-4	62	2	4	20	1	-4
38	c1ccc(-n2nnnc2SCc2cn3ccccc3n2)cc1	-1	1	10	115	5	1	-15	1.1	3
39	CCOC(=O)C1CCCCN1Cc1ccc(F)c(Br)c1 (stereo not drawn)	-8	1	6	131	2	-2	1	1.1	4
40	COC(=O)c1ccc(CSc2nc3c(cnn3-c3ccccc3)c(=O)[nH]2)o1	2	1	3	111	-1	0	10	1.2	-8
41	[O-][n+]1onc2c1C(N1CCOCC1)CCC2N1CCOCC1 (stereo not drawn)	7	0.99	2	84	1	-1	-43	1	-3
42	Cc1cc2c(cc(C(=O)NCCCN3CCOCC3)n2Cc2ccc(Cl)cc2)o1	-2	0.98	-1	75	-1	-4	27	1.1	-8
43	CCC(c1nnnn1CCOC)N1CCN(c2cccc(C(F)(F)F)c2)CC1 (stereo not drawn)	-12	0.98	-2	147	-2	-4	3	1.1	-4
44	O=C(CSc1nnc(COc2ccccc2)o1)Nc1nccs1	-14	1	8	77	0	-3	-1	1.1	-1
45	CCOc1ccccc1-c1nnc(SCC(=O)Nc2ccccc2)o1	-3	1	4	97	-5	-1	9	1	-4
46	COCCn1c(SCC#N)nnc1-c1ccccc1O	1	1	7	68	-4	3	11	1.1	0
47	COc1ccc(C)cc1NC(=O)C1CCN(S(=O)(=O)c2cccc3cccnc23)CC1	-9	0.99	7	74	1	1	3	1	-12
48	Cc1cccn2cc(CNC(=O)CC3CCCC3)nc12	4	1	9	68	6	-2	-1	1.1	1
49	COc1ccc(NC(=O)Nc2cccs2)cc1OC	-8	0.99	0	86	4	-2	8	1	-9
50	Cc1cc(N2CCN(c3ccccc3)CC2)nc(-n2nc(C)cc2C)n1	6	1	10	125	2	0	7	1.1	-4

The list continues.
cpd	smiles	Cdc25B block	Abs 340nm	PKA kinase inh	Her2 expr inh	ROCK2 blocker	Hsp90 block	DUSP1 inh	Autofluor 339	JNK3 inh
51	COc1ccc(S(=O)(=O)NC(CC(=O)N2CCc3ccccc32)c2ccco2)cc1 (stereo not drawn)	6	1.1	-1	99	-2	3	-2	1.1	-2
52	N#Cc1c(N2CCN(C(=O)c3ccco3)CC2)nc(-c2ccccc2)c2c1CCCC2	-10	1.1	10	31	4	-3	-3	2.2*	0
53	C/C=C/Cn1c(SCc2ccccc2)nc2c1c(=O)[nH]c(=O)n2C	-1	1	2	102	3	0	20	1.1	0
54	CC(C)(C)OC(=O)NCCC(=O)Oc1ccc2ccc(=O)oc2c1	-1	1	4	80	16	-5	-25	2.3*	4
55	Cc1nc(SCC(=O)Nc2cccc(Cl)c2)n[nH]1	-7	1	5	106	5	-3	13	1.1	-5
56	O=C(NC1CCCC1)c1cnn2c(C(F)(F)F)cc(-c3ccco3)nc12	1	1.1	0	107	·	-3	24	2.9*	·

Part of the list above, with values under each structure:
Every second line gives: Cdc25B block	Abs 340nm	PKA kinase inh	Her2 expr inh	ROCK2 blocker	Hsp90 block	DUSP1 inh	Autofluor 339	JNK3 inh
52) N#Cc1c(N2CCN(C(=O)c3ccco3)CC2)nc(-c2ccccc2)c2c1CCCC2
→ -10	1.1	10	31	4	-3	-3	2.2*	0
54) CC(C)(C)OC(=O)NCCC(=O)Oc1ccc2ccc(=O)oc2c1
→ -1	1	4	80	16	-5	-25	2.3*	4
56) O=C(NC1CCCC1)c1cnn2c(C(F)(F)F)cc(-c3ccco3)nc12
→ 1	1.1	0	107	·	-3	24	2.9*	·
55) Cc1nc(SCC(=O)Nc2cccc(Cl)c2)n[nH]1
→ -7	1	5	106	5	-3	13	1.1	-5
51) COc1ccc(S(=O)(=O)NC(CC(=O)N2CCc3ccccc32)c2ccco2)cc1 (stereo not drawn)
→ 6	1.1	-1	99	-2	3	-2	1.1	-2
